Bim-Bfl-1: inhibitors of Bim-Bfl-1 interaction, human. Q16548. Bead-based flow cytometry, Bim-Bfl-1 binding inhibition. inhibition, % at 10 µM. hit rate 0.12% among 190,000. AID 1008;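 further: 0% = wells without compound plus tracer and 100% = blocker peptide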
ABCG2 block: inhibitors of human ABCG2 transporter, ABCB1 counter-screen; AID 1325; hit rate 0.1% among 190,000; IgMXP3 cells, JC-1 efflux, flow cytometry; Q9UNQ0; inhibition, % at 6.6 µM;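 active means inhibition above 80%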;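 further: 0% = DMSO and 100% = nicardipine control wells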
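Test system: IgMXP3 cells (ABCG2) mixed with DDAO far-red-labelled CCRF-Adr cells (ABCB1). Reagent: JC-1 transporter substrate. Compound dosing: single test compound dose, 6.6 µM final. Times: 10 min compound exposure, 25 °C. Detection: flow cytometry of retained JC-1 fluorescence. Read-out basis: efflux inhibition in percent versus controls. Controls: nicardipine and DMSO wells.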
RGS7-Gao reg: modulates binding of RGS7 to human Galphao. hit rate 0.35% among 220,000. binding response (% of control), % at 10 µM. AID 1439. Multiplexed bead flow cytometry; actives lie on both sides; in the data active means binding response below about 49% or above about 150%; inconclusive means no clear call, values can overlap the other calls; inactive means in between;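 further: fluorescent Galphao held in activated GDP-AlF4 state binding bead-coupled RGS7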
Bcl-2 Bim block: disrupts Bim peptide binding to human Bcl-2 | P10415 | Bead-based flow cytometry, Bim peptide-Bcl-2 binding | inhibition, % at 10 µM | hit rate 0.06% among 190,000 | AID 950; in the data active means inhibition above about 40%; inconclusive means no clear call, values can overlap the other calls;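 further: 0% = no compound wells with probe peptide and 100% = reference peptide inhibitor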
Bim-Bcl-XL: inhibitors of Bim-Bcl-XL interaction, human | Q07817 | inhibition, % at 10 µM | Bim peptide-Bcl-XL binding, bead flow cytometry, fluorescence | hit rate 0.04% among 190,000
Bim-Mcl-1: disrupts Bim peptide binding to human Mcl-1; Q07820; Bead-based flow cytometry, Bim peptide-Mcl-1 binding; inhibition, % at 10 µM; hit rate 0.1% among 190,000; AID 1009;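 further: 0% = no compound tracer wells and 100% = peptide blocker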
Bcl-B Bim block: disrupts Bim peptide binding to human Bcl-B; Q9HD36; bead-based flow cytometry; inhibition, % at 10 µM; hit rate 0.073% among 190,000; AID 951;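 further: 0% = tracer peptide without compound and 100% = reference inhibitor peptide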
RGS4-Gao reg: modulates binding of RGS4 to human Galphao; P09471; Multiplexed bead flow cytometry; actives lie on both sides; binding response (% of control), % at 10 µM; hit rate 0.33% among 220,000; in the data active means binding response below about 49% or above about 150%; inactive means in between;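 further: fluorescent Galphao activated with aluminum fluoride binding bead-coupled RGS4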
RGS8-Gao reg: regulators of human RGS8-Galphao interaction; P09471; multiplexed bead flow cytometry, RGS8-Galphao binding; actives lie on both sides; response (percent of control binding), % at 10 µM; hit rate 0.34% among 220,000; AID 1423; in the data active means response below about 60% or above about 140%; inactive means in between;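 further: Galphao activated as the GDP aluminium fluoride complex binding bead-coupled RGS8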
ABCB1 block: blocks JC-1 efflux by human ABCB1 transporter. AID 1326. CCRF-Adr cells, flow cytometry. inhibition, % at 6.6 µM. hit rate 0.067% among 190,000. P08183; in the data active means inhibition above about 40%;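 further: 0% = vehicle and 100% = reference inhibitor; higher value means more JC-1 retained so stronger ABCB1 efflux block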
Target sequence (P08183 whole entry, looked up): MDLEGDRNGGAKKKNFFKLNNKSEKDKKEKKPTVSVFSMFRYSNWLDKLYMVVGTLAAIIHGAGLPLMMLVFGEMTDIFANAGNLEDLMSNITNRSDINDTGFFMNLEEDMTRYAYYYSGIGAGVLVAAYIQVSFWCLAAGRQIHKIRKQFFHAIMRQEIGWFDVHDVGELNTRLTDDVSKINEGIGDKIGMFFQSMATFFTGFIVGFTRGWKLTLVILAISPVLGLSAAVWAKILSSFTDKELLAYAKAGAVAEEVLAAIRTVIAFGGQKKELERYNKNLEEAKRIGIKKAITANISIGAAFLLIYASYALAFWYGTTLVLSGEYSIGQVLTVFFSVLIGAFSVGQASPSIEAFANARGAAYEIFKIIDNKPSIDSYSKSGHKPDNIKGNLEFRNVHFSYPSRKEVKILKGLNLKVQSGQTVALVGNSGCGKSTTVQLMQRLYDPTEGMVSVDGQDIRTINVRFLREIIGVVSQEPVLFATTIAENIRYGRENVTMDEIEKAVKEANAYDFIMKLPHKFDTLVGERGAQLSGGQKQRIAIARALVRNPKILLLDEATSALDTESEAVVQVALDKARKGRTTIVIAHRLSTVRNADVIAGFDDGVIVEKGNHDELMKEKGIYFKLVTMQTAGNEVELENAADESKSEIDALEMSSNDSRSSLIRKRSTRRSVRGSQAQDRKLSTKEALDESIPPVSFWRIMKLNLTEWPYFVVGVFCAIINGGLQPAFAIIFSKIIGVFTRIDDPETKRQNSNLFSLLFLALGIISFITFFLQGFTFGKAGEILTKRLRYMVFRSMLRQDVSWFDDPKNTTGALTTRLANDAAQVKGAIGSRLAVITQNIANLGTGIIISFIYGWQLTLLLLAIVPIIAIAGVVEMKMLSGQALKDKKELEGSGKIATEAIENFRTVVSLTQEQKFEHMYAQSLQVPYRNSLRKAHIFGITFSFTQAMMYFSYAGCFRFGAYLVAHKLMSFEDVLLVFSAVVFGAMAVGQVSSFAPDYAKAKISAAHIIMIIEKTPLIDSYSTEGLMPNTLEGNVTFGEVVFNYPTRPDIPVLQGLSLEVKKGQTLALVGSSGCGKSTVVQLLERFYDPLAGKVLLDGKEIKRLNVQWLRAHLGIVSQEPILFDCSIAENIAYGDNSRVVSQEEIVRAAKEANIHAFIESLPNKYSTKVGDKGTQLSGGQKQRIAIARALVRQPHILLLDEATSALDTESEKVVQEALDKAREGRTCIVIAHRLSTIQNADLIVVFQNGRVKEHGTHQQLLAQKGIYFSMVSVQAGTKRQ
Bim-Bcl-W: inhibitors of Bim-Bcl-W interaction, human; bead-based flow cytometry, Bim peptide-Bcl-W binding; inhibition, % at 10 µM; hit rate 0.02% among 190,000;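 further: 0% = bound tracer without compound and 100% = peptide blocker; higher means less fluorescent Bim peptide bound to Bcl-W beads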
Starred values were filed as active, the others as inactive. Unless noted, no stated cut-off is given here; in the data, active means inhibition above about 40%.

How did Cc1ccnc(N=Cc2nc(-c3ccccc3Br)oc2O)c1 do in these assays?
Bim-Bfl-1: -1; ABCG2 block: -2; RGS7-Gao reg: 127; Bcl-2 Bim block: -2; Bim-Bcl-XL: 0; Bim-Mcl-1: -8; Bcl-B Bim block: -5; RGS4-Gao reg: 107; RGS8-Gao reg: 104; ABCB1 block: -1.9; Bim-Bcl-W: 0

Results for Cc1ccc2nc(-c3ccccc3)nc(SC(C)C(=O)NCc3cccs3)c2c1 (stereo unspecified) ?
Bim-Bfl-1: -19; ABCG2 block: 5; RGS7-Gao reg: 102; Bcl-2 Bim block: -9; Bim-Bcl-XL: -6; Bim-Mcl-1: -3; Bcl-B Bim block: -9; RGS4-Gao reg: 100; RGS8-Gao reg: 100; ABCB1 block: 1.1; Bim-Bcl-W: 0

How did COc1ccc(-c2noc(CCC(=O)Nc3cc(Cl)c(OC)cc3OC)n2)cc1 do in these assays?
Bim-Bfl-1: -12; ABCG2 block: 2; RGS7-Gao reg: 102; Bcl-2 Bim block: -8; Bim-Bcl-XL: -5; Bim-Mcl-1: -2; Bcl-B Bim block: -9; RGS4-Gao reg: 99; RGS8-Gao reg: 101; ABCB1 block: 0.2; Bim-Bcl-W: -1

Results for CCCCCCc1cc2cc(S(=O)(=O)c3ccc(C)cc3)c(=O)oc2cc1O ?
Bim-Bfl-1: -1; ABCG2 block: -2; RGS7-Gao reg: 99; Bcl-2 Bim block: 0; Bim-Bcl-XL: -3; Bim-Mcl-1: -1; Bcl-B Bim block: -2; RGS4-Gao reg: 100; RGS8-Gao reg: 102; ABCB1 block: -0.4; Bim-Bcl-W: -5

How did CCN(CC)S(=O)(=O)c1ccc(OCC(=O)NCc2ccccc2)cc1 do in these assays?
Bim-Bfl-1: -11; ABCG2 block: 3; RGS7-Gao reg: 100; Bcl-2 Bim block: -10; Bim-Bcl-XL: -3; Bim-Mcl-1: 0; Bcl-B Bim block: -8; RGS4-Gao reg: 98; RGS8-Gao reg: 98; ABCB1 block: 0.7; Bim-Bcl-W: 1

What do the screens show for `CC(=O)N1CCN(C(=S)NCc2ccccc2)CC1`?
Bim-Bfl-1: 3; ABCG2 block: 0; RGS7-Gao reg: 106; Bcl-2 Bim block: -2; Bim-Bcl-XL: -10; Bim-Mcl-1: -24; Bcl-B Bim block: -17; RGS4-Gao reg: 110; RGS8-Gao reg: 138; ABCB1 block: 0.3; Bim-Bcl-W: -8

Results for C=CCSc1nnc(-c2cc3c(C(F)(F)F)nn(C)c3s2)n1C ?
Bim-Bfl-1: -8; ABCG2 block: 2; RGS7-Gao reg: 97; Bcl-2 Bim block: 0; Bim-Bcl-XL: 26; Bim-Mcl-1: 6; Bcl-B Bim block: -3; RGS4-Gao reg: 102; RGS8-Gao reg: 99; ABCB1 block: 0.3; Bim-Bcl-W: 6

Results for Cc1cc(C#N)c(C)c(SCc2[nH]nc3c2C(c2ccccc2)C(C#N)=C(N)O3)n1 (stereo unspecified) ?
Bim-Bfl-1: -3; ABCG2 block: 1; RGS7-Gao reg: 102; Bcl-2 Bim block: 0; Bim-Bcl-XL: -1; Bim-Mcl-1: 4; Bcl-B Bim block: -4; RGS4-Gao reg: 103; RGS8-Gao reg: 103; ABCB1 block: 0.1; Bim-Bcl-W: -3

What do the screens show for `c1ccc2c(c1)OCCOCCOCCOCCOc1ccccc1OCCOCCOCCO2`?
Bim-Bfl-1: -10; ABCG2 block: 0; RGS7-Gao reg: 89; Bcl-2 Bim block: -14; Bim-Bcl-XL: -8; Bim-Mcl-1: -1; Bcl-B Bim block: -10; RGS4-Gao reg: 90; RGS8-Gao reg: 95; ABCB1 block: 1.7; Bim-Bcl-W: -2

How did O=C(OCC(=O)N1CCCCCC1)c1ccc([N+](=O)[O-])cc1Cl do in these assays?
Bim-Bfl-1: -3; ABCG2 block: 8; RGS7-Gao reg: inconclusive; Bcl-2 Bim block: -5; Bim-Bcl-XL: -1; Bim-Mcl-1: 0; Bcl-B Bim block: -2; RGS4-Gao reg: 96; RGS8-Gao reg: 100; ABCB1 block: 0.8; Bim-Bcl-W: 0

Results for COc1ccccc1N1CCN(C(C)C(=O)N2CC(C)OC(C)C2)CC1 (stereo unspecified) ?
Bim-Bfl-1: -7; ABCG2 block: 0; RGS7-Gao reg: 96; Bcl-2 Bim block: -1; Bim-Bcl-XL: -3; Bim-Mcl-1: -1; Bcl-B Bim block: -8; RGS4-Gao reg: 92; RGS8-Gao reg: 97; ABCB1 block: 0.2; Bim-Bcl-W: -2

What do the screens show for `COCCn1c(=NC(=O)c2cc(-c3cccs3)nc3ccccc23)sc2cc(S(N)(=O)=O)ccc21`?
Bim-Bfl-1: 9; ABCG2 block: -3; RGS7-Gao reg: 108; Bcl-2 Bim block: 14; Bim-Bcl-XL: 14; Bim-Mcl-1: 7; Bcl-B Bim block: -16; RGS4-Gao reg: 103; RGS8-Gao reg: 97; ABCB1 block: -0.5; Bim-Bcl-W: 7

What do the screens show for `CNC(=O)COC(=O)c1ccccc1C(=O)c1ccc(Cl)c([N+](=O)[O-])c1`?
Bim-Bfl-1: -4; ABCG2 block: 3; RGS7-Gao reg: inconclusive; Bcl-2 Bim block: -4; Bim-Bcl-XL: -3; Bim-Mcl-1: -4; Bcl-B Bim block: -7; RGS4-Gao reg: 98; RGS8-Gao reg: 99; ABCB1 block: 2.1; Bim-Bcl-W: -4

Results for O=C(CSc1nc(O)cc(=O)[nH]1)Nc1ccc2c(c1)CCC2 ?
Bim-Bfl-1: -11; ABCG2 block: 0; RGS7-Gao reg: 98; Bcl-2 Bim block: -8; Bim-Bcl-XL: -15; Bim-Mcl-1: 0; Bcl-B Bim block: -8; RGS4-Gao reg: 96; RGS8-Gao reg: 99; ABCB1 block: -0.1; Bim-Bcl-W: 3

How did Cc1ccc2cc(CN(CCN3CCOCC3)Cc3nnnn3Cc3ccco3)c(=O)[nH]c2c1C do in these assays?
Bim-Bfl-1: 0; ABCG2 block: 4; RGS7-Gao reg: 92; Bcl-2 Bim block: -1; Bim-Bcl-XL: -3; Bim-Mcl-1: -1; Bcl-B Bim block: -4; RGS4-Gao reg: 99; RGS8-Gao reg: 100; ABCB1 block: 0.8; Bim-Bcl-W: -1

Continued (2 carried over from the part before).
Results for O=C(CSc1nc(O)cc(=O)[nH]1)Nc1ccc2c(c1)CCC2 ?
Bim-Bfl-1: -11; ABCG2 block: 0; RGS7-Gao reg: 98; Bcl-2 Bim block: -8; Bim-Bcl-XL: -15; Bim-Mcl-1: 0; Bcl-B Bim block: -8; RGS4-Gao reg: 96; RGS8-Gao reg: 99; ABCB1 block: -0.1; Bim-Bcl-W: 3

How did Cc1ccc2cc(CN(CCN3CCOCC3)Cc3nnnn3Cc3ccco3)c(=O)[nH]c2c1C do in these assays?
Bim-Bfl-1: 0; ABCG2 block: 4; RGS7-Gao reg: 92; Bcl-2 Bim block: -1; Bim-Bcl-XL: -3; Bim-Mcl-1: -1; Bcl-B Bim block: -4; RGS4-Gao reg: 99; RGS8-Gao reg: 100; ABCB1 block: 0.8; Bim-Bcl-W: -1

What do the screens show for `CCOC(=O)c1[nH]c2ccc(F)cc2c1NC(=O)CCN1CCSCC1`?
Bim-Bfl-1: -1; ABCG2 block: 8; RGS7-Gao reg: 101; Bcl-2 Bim block: 2; Bim-Bcl-XL: 3; Bim-Mcl-1: 4; Bcl-B Bim block: 0; RGS4-Gao reg: 100; RGS8-Gao reg: 101; ABCB1 block: 0.2; Bim-Bcl-W: 3

What do the screens show for `CCn1cc(C(=O)N2CCN(C3CCCCC3)CC2)c2cc(OC)c(OC)cc2c1=O`?
Bim-Bfl-1: -9; ABCG2 block: 4; RGS7-Gao reg: 99; Bcl-2 Bim block: -4; Bim-Bcl-XL: -4; Bim-Mcl-1: 18; Bcl-B Bim block: -6; RGS4-Gao reg: 100; RGS8-Gao reg: 100; ABCB1 block: 0.9; Bim-Bcl-W: 0

Results for COc1ccc(-c2csc(NC3=NCCCCC3)n2)cc1 ?
Bim-Bfl-1: 1; ABCG2 block: 13; RGS7-Gao reg: 97; Bcl-2 Bim block: 0; Bim-Bcl-XL: -3; Bim-Mcl-1: -2; Bcl-B Bim block: -5; RGS4-Gao reg: 94; RGS8-Gao reg: 95; ABCB1 block: 1.2; Bim-Bcl-W: -2

Results for Fc1cccc(-c2cc3nc4c(c(N5CCOCC5)n3n2)CCCC4)c1 ?
Bim-Bfl-1: 1; ABCG2 block: 17; RGS7-Gao reg: 97; Bcl-2 Bim block: 0; Bim-Bcl-XL: 2; Bim-Mcl-1: 0; Bcl-B Bim block: 0; RGS4-Gao reg: 100; RGS8-Gao reg: 96; ABCB1 block: 3.2; Bim-Bcl-W: 1

What do the screens show for `c1coc(-c2nn3c(-c4ccco4)nnc3s2)c1`?
Bim-Bfl-1: -7; ABCG2 block: 2; RGS7-Gao reg: 87; Bcl-2 Bim block: -8; Bim-Bcl-XL: 0; Bim-Mcl-1: -2; Bcl-B Bim block: -7; RGS4-Gao reg: 86; RGS8-Gao reg: 92; ABCB1 block: 0.1; Bim-Bcl-W: 3

Results for CCCC(=O)Nc1sc2c(c1C#N)CC(C)(C)NC2(C)C ?
Bim-Bfl-1: 3; ABCG2 block: 0; RGS7-Gao reg: 103; Bcl-2 Bim block: 2; Bim-Bcl-XL: 2; Bim-Mcl-1: 2; Bcl-B Bim block: 1; RGS4-Gao reg: 104; RGS8-Gao reg: 110; ABCB1 block: 0.3; Bim-Bcl-W: 1

How did COc1ccc(CCNC(=O)C2CCCN(S(=O)(=O)c3cccc4nonc34)C2)cc1OC (stereo unspecified) do in these assays?
Bim-Bfl-1: 0; ABCG2 block: 3; RGS7-Gao reg: 101; Bcl-2 Bim block: -2; Bim-Bcl-XL: -1; Bim-Mcl-1: 0; Bcl-B Bim block: 1; RGS4-Gao reg: 104; RGS8-Gao reg: 103; ABCB1 block: 1.1; Bim-Bcl-W: 0

Results for CCCC(=O)NCCc1nc2cc([N+](=O)[O-])ccc2n1C ?
Bim-Bfl-1: -3; ABCG2 block: 11; RGS7-Gao reg: 104; Bcl-2 Bim block: -3; Bim-Bcl-XL: -4; Bim-Mcl-1: -6; Bcl-B Bim block: -3; RGS4-Gao reg: 105; RGS8-Gao reg: 101; ABCB1 block: 0.4; Bim-Bcl-W: -3

How did CNS(=O)(=O)c1c(C)cc(C)c(N(C)S(=O)(=O)c2ccccc2)c1C do in these assays?
Bim-Bfl-1: -15; ABCG2 block: 0; RGS7-Gao reg: 99; Bcl-2 Bim block: -9; Bim-Bcl-XL: -5; Bim-Mcl-1: -2; Bcl-B Bim block: -5; RGS4-Gao reg: 99; RGS8-Gao reg: 100; ABCB1 block: 0.7; Bim-Bcl-W: -2

Results for COc1ccc2[nH]cc(C(=O)CN3CCCC(C)C3)c2c1 (stereo unspecified) ?
Bim-Bfl-1: -19; ABCG2 block: 2; RGS7-Gao reg: 98; Bcl-2 Bim block: -7; Bim-Bcl-XL: -4; Bim-Mcl-1: -3; Bcl-B Bim block: -8; RGS4-Gao reg: 101; RGS8-Gao reg: 99; ABCB1 block: 1.1; Bim-Bcl-W: -3
